# POLI inh: blocks human DNA polymerase iota activity; Q9UNA4; Pol iota fluorescent replication assay, 10 min; Potency, µM (doses to about 115 µM), without a hit: top-dose activity, negative = inhibition, usual class: inhibitors; 390,000 compounds, 1% hits
#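 Pol iota at 10 nM preincubated 15 min with compounds at room temperature; reaction started with fluorescent substrate, 50 nM final. Fluorescence read kinetically at 0 and 10 min; buffer-only wells as negative control.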
# HP1b binding inh: HP1-beta chromodomain-methylated histone interaction inhibition. P83916. AlphaScreen HP1-beta / biotin-H3K9me3 peptide binding. Potency, µM (top dose mostly 114 µM), for inactives: top-dose activity change, negative = inhibition, actives largely listed as inhibitors. 390,000 compounds, 0.56% hits. AID 540317; also: nearly all actives have a fitted effect of over 70% in size; inactives centre near 23
# Target sequence (P83916 whole entry, looked up): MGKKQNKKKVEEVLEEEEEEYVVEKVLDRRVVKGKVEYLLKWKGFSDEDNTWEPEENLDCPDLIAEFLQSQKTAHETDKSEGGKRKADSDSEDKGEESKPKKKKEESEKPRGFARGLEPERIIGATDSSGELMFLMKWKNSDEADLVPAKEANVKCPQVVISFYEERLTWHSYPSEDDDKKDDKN
#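 Compound inhibition of the preformed complex between 50 nM HP1-beta and 50 nM biotinylated H3K9me3 peptide was read by AlphaScreen. Buffer was PBS pH 7.4 with 0.01% Tween-20. Incubations ran 30 min at room temperature, with 10 ug/mL donor/acceptor beads.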
# Pin1 inhibitor: inhibitors of human Pin1; Pin1 FP peptide displacement, HiFluor488, 10 min; Potency, µM (titrated, usually from 115 µM), inactives show at the highest dose activity, negative = inhibition, actives largely listed as inhibitors; 390,000 compounds, 0.009% hits; AID 504891; active = well fitted inhibition curve with a large enough effect in the polarisation, with a control signal flat, not every such curve was filed as active; inconclusive = small, poorly fitted or top-dose-only effect, or effect the other way, or a change in a side signal; inactive = no such curve, though single readings can be large or run the other way; the % refers to the polarisation; also: % is scaled to controls: 0 for no effect and ±100 for the full control effect
# Target sequence (Q13526 whole entry, looked up): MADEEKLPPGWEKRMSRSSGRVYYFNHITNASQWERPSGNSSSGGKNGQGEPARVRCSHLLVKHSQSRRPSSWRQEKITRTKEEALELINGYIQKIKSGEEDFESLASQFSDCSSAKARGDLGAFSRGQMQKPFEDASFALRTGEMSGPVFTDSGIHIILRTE
# BLM inh: inhibitors of human Bloom syndrome helicase BLM; P54132; recombinant BLM DNA unwinding, fluorescence dequenching; Potency, µM (doses to about 56.1 µM), for the others: top-dose activity change, negative = inhibition, hits mostly inhibitors; 350,000 compounds, 0.2% hits; AID 2528;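 also: plate controls were vehicle for no effect and no enzyme for full effect; nearly all actives have a fitted effect of over 35% in size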
# JMJD2A Tudor inh: JMJD2A Tudor domain (human) inhibition; O75164; AlphaScreen JMJD2A-Tudor / H3K4me3 peptide binding; Potency, µM (series often up to 114 µM), for the others: at the highest dose activity change, negative = inhibition, usual class: inhibitors; 390,000 compounds, 4.4% hits; also: % is scaled to controls: 0 for no effect and ±100 for the full control effect; nearly all actives have a fitted effect of over 50% in size
# PGK inhibitor: blocks T. brucei phosphoglycerate kinase. P07378. PGK/GAPDH coupled, Kinase-Glo luminescence, 60 min. AID 602233. 380,000 compounds, 0.043% hits. Potency, µM (top dose mostly 57.5 µM), without a hit: at the highest dose activity change, negative = inhibition, hits mostly inhibitors; also: % is scaled to controls: 0 for no effect and ±100 for the full control effect; nearly all actives have a fitted effect of over 60% in size
# Target sequence (P07378 whole entry, looked up): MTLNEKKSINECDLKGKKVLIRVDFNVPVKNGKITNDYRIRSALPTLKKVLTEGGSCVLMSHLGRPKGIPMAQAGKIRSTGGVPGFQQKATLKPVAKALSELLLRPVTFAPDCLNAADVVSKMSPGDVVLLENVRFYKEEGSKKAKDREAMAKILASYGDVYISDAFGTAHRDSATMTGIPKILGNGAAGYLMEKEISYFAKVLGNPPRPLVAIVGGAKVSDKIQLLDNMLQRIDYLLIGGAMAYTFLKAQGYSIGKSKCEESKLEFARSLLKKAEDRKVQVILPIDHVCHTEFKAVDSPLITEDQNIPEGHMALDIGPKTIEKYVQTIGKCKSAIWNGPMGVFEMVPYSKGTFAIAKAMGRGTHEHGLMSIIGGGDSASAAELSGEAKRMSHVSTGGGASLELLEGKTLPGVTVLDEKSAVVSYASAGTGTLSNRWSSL
#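 Recombinant glycosomal PGK reaction used 1,3-bisphosphoglycerate generated in-well by GAPDH (100nM final) in 100mM TEA pH 7.6, 5mM MgCl2, 0.01% Tween-20. After 60 minutes at room temperature, ATP was read by Kinase-Glo Plus luminescence end-point.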
# BAZ2B block: BAZ2B (human) inhibition; 360,000 compounds, 4.4% hits; Q9UIF8; Potency, µM (highest dose often 114 µM), for inactives: at the top dose activity change, negative = inhibition, usual class: inhibitors; AlphaScreen BAZ2B-H3K14Ac peptide displacement; AID 504333; also: % is scaled to controls: 0 for no effect and ±100 for the full control effect; nearly all actives have a fitted effect of over 60% in size
#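 In this displacement format the biotinylated H3(5-23) peptide acetylated at Lys14 serves as ligand at 50 nM, with BAZ2B at 50 nM in PBS pH 7.4 containing 0.01% Tween-20. Donor and acceptor beads are 10 ug/mL final.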
# GLS inhibitor: blocks human kidney-isoform glutaminase activity. O94925. GLS enzymatic activity, qHTS titration. Potency, µM (highest dose often 45.5 µM), for inactives: at the highest dose activity change, negative = inhibition, most hits filed as inhibitors. 410,000 compounds, 0.21% hits; also: % is scaled to controls: 0 for no effect and ±100 for the full control effect
#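 hKGA in 45 mM KH2PO4 pH 8.2, 0.02% Tween-20 with pin-transferred compounds; 1 mM L-glutamine (stock) plus glutamate oxidase/HRP/Amplex Red coupling added. Fluorescence read initially and after 30 min at RT.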
# G9a inh: blocks human histone lysine methyltransferase G9a; G9a H3K9 monomethylation, AlphaScreen, 2 h; Potency, µM (highest dose often 102 µM), without a hit: at the top dose activity, negative = inhibition, usual class: inhibitors; Q96KQ7; 350,000 compounds, 8.8% hits; also: % is scaled to controls: 0 for no effect and ±100 for the full control effect; nearly all actives have a fitted effect of over 75% in size
#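 Compounds were preincubated with 20 nM G9a for 15 min, after which biotinylated H3K9 peptide (500 nM) and SAM (20 uM) started a 2 h room-temperature reaction. Monomethylated product was quantified by antibody-based AlphaScreen chemiluminescence.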
# * hit, by the source's call; i = inactive; ? = inconclusive; . = no result given; [ ] = remark or other dose. Unless noted, calls follow the shape of the dose curve; as a rule, active = well fitted curve in the direction sought with a large enough effect; inconclusive = small, poorly fitted or top-dose-only effect, or another doubt; inactive = no such curve, though single readings can be large; an effect the other way counts as inactive or inconclusive. Potency is read from the fitted curve at half-maximal effect.
POLI inh	HP1b binding inh	Pin1 inhibitor	BLM inh	JMJD2A Tudor inh	PGK inhibitor	BAZ2B block	GLS inhibitor	G9a inh	smiles
29%	41%[activator]	1%	-2%	4%	-2%	-4%	.	35%[12.7 µM]	COc1cc(C2C(C(=O)OCCC#N)=C(C)NC3=C2S(=O)(=O)c2ccccc23)cc(OC)c1OC (centres undefined)
184%[activator]	-9%	-4%	0%	-19%	-6%	1%	-3%	-5%	O=C(CN(C(=O)c1csnn1)c1cccc2ccccc12)NCc1ccccc1
-12%	5%	1%	3%	-9%	-3%	-7%	1%	8.9µM*	CCC(=O)NC(NC(=S)Nc1ccc(S(N)(=O)=O)cc1)C(Cl)(Cl)Cl (centres undefined)
25%	42%[activator]	-8%	2%	-3%	-7%	-4%	8%	?	NS(=O)(=O)c1ccc2c(c1)C(=NO)c1cc(S(N)(=O)=O)ccc1-2
69%[activator]	18%	7%	-1%	-8%	-5%	-7%	-1%	.	O=[N+]([O-])c1ccc2c(c1)S(=O)c1ccccc1-2 (centres undefined)
7%	10%	15%	0%	-9%	-2%	-13%	-9%	-25%[59 µM]	CCOC(=O)c1cccc(NC(=O)C(C)n2c(C)c3cnn(-c4ccccc4)c(=O)c3c2C)c1 (centres undefined)
5%	48%[activator]	-4%	.	-14%	6%	.	0%	.	C[C@H](CO)N1C[C@H](C)[C@@H](CN(C)Cc2ccc(C(=O)O)cc2)Oc2c(NC(=O)C3CC3)cccc2C1=O
18%	?	?	-2%	?	1%	3.2µM*	15%	?	COc1ccc(N2CCN(c3nc(NC(C)(C)C)nc(N4CCCCC4)n3)CC2)cc1

# An excerpt of these results, as labelled records:
O=C(CN(C(=O)c1csnn1)c1cccc2ccccc12)NCc1ccccc1
  POLI inh: 184%[activator]	HP1b binding inh: -9%	Pin1 inhibitor: -4%	BLM inh: 0%	JMJD2A Tudor inh: -19%	PGK inhibitor: -6%	BAZ2B block: 1%	GLS inhibitor: -3%	G9a inh: -5%

CCC(=O)NC(NC(=S)Nc1ccc(S(N)(=O)=O)cc1)C(Cl)(Cl)Cl (centres undefined)
  POLI inh: -12%	HP1b binding inh: 5%	Pin1 inhibitor: 1%	BLM inh: 3%	JMJD2A Tudor inh: -9%	PGK inhibitor: -3%	BAZ2B block: -7%	GLS inhibitor: 1%	G9a inh: 8.9µM*

NS(=O)(=O)c1ccc2c(c1)C(=NO)c1cc(S(N)(=O)=O)ccc1-2
  POLI inh: 25%	HP1b binding inh: 42%[activator]	Pin1 inhibitor: -8%	BLM inh: 2%	JMJD2A Tudor inh: -3%	PGK inhibitor: -7%	BAZ2B block: -4%	GLS inhibitor: 8%	G9a inh: ?

O=[N+]([O-])c1ccc2c(c1)S(=O)c1ccccc1-2 (centres undefined)
  POLI inh: 69%[activator]	HP1b binding inh: 18%	Pin1 inhibitor: 7%	BLM inh: -1%	JMJD2A Tudor inh: -8%	PGK inhibitor: -5%	BAZ2B block: -7%	GLS inhibitor: -1%	G9a inh: .

# Additional compounds follow.
POLI inh	HP1b binding inh	Pin1 inhibitor	BLM inh	JMJD2A Tudor inh	PGK inhibitor	BAZ2B block	GLS inhibitor	G9a inh	smiles
?	-20%	5%	-9%	?	14%	?	-1%	.	CCNC(=S)NNc1ccccc1
0%	37%[activator]	-2%	-5%	11%	-1%	-11%	0%	-3%	CC(O)(CS(=O)(=O)c1ccc(Br)cc1)c1ccccc1 (centres undefined)
33%[activator]	64%[activator]	3%	.	1%	2%	5%	9%	45µM*	CCCCn1c(N)c(N(CCOC)C(=O)c2ccc(-n3c(C)ccc3C)cc2)c(=O)[nH]c1=O
-27%	16%	9%	-6%	-27%	0%	8%	55%[activator]	-5%	Cc1csc2nc(SCC(=O)N3CCN(c4ccccc4)CC3)[nH]c(=O)c12
4%	27%	-6%	0%	-5%	0%	-4%	1%	10%[2.33 µM]	CCN(CC)CCNC(=O)Cn1nc(Cc2ccncc2)c2ccccc2c1=O
4%	25%	?	-7%	-12%	-12%	10%	-3%	4%[59 µM]	Cc1ccc(S(=O)(=O)N(C)CC(O)Cn2c3ccccc3c3ccccc32)cc1 (centres undefined)
-16%	28%	-2%	-1%	-3%	12%	6%	6%	-4%[59 µM]	CC1CCN(S(=O)(=O)c2cnc(Cl)c(Br)c2)CC1
26%	25%	-8%	-1%	-8%	1%	-3%	11%	.	CSc1ccc(C(=O)N2CCC(n3nccc3NC(=O)C3CC3)CC2)cc1
-2%	70%[activator]	16%	-4%	-7%	-3%	3%	1%	24%[59 µM]	CCOc1ccc(-c2nonc2NC(=O)c2oc3ccc(Br)cc3c2C)cc1
20%	23%	-4%	8%	-16%	-3%	-1%	-4%	-45%[59 µM]	CN(C)CCOc1ncnc2c1oc1ccccc12
19%	3%	-2%	.	-8%	-8%	0%	4%	11%[2.33 µM]	Cc1csc(=O)n1CC(=O)OCC(=O)NCc1ccc(Cl)cc1Cl
31%[activator]	23%	-2%	-5%	-11%	-3%	-1%	-13%	26%	O=C(COc1ccccc1Cl)NC1CC1
33%[activator]	20%	15%	-9%	-12%	-4%	-9%	-2%	-2%[59 µM]	Cc1coc2cc3oc(=O)c(CC(=O)NCCc4ccccc4F)c(C)c3cc12
-3%	11%	-7%	1%	-20%	3%	-17%	14%	?	Cn1cccc1Cc1nnc(SCC(=O)Nc2nccs2)n1C
15%	-8%	16%	-16%	?	0%	?	-1%	11µM*	COc1ccc(NC(=O)c2sc3nc4c(cc3c2N)CN(C(C)C)CC4)c(OC)c1
10%	40%[activator]	-6%	1%	2%	0%	-3%	2%	-1%[59 µM]	CCN1CCN(C(=O)Cn2ncc3ccsc3c2=O)CC1
49%[activator]	-2%	-2%	2%	?	-4%	?	-4%	56µM*	Cc1nn(C(C)C(=O)N/N=C/c2ccc(N(C)C)cc2)c(C)c1[N+](=O)[O-] (centres undefined)
12%	16%[57 µM]	-3%	.	-9%	-1%	.	0%	.	O=C(O)c1cccc2c1Cc1cc(Cl)ccc1-2
-5%	22%	-10%	1%	-14%	i	-8%	18%	47%[12.7 µM]	CCCS(=O)(=O)N1CCCC(C(=O)NCCN(Cc2ccccc2)C(C)C)C1 (centres undefined)
20%	4%	?	-6%	-24%	7%	?	1%	?	COC(=O)c1c(Cc2ccccc2Cl)c[nH]c1C
6%	23%	-1%	.	-6%	-6%	12%	6%	3%[59 µM]	COc1cc(C(C)=O)ccc1Oc1ccc(S(=O)(=O)N2CCOCC2)cn1
2%	21%	5%	-1%	-9%	-2%	-31%	8%	?	COCCCn1cnc2c(c1=O)c1nc3ccccc3nc1n2-c1ccccc1
51%[activator]	?	7%	22%	-33%	-1%	-14%	-7%	?	COc1ccc(C(=O)Nc2ccc3nc(N4CCN(C)CC4)cc(C)c3c2)c(OC)c1
39%[activator]	?	-1%	.	-35%	-10%	.	0%	.	COc1ccc(C)c2sc(N(CCCN(C)C)C(=O)c3ccc(S(=O)(=O)N4CCc5ccccc5C4)cc3)nc12
-13%	?	-1%	-7%	16µM*	-5%	-29%	-26%	1.3µM*	CCOC(=O)C1=C(C)Nc2nc(=S)[nH]n2C1c1ccc(Cl)cc1 (centres undefined)
66%[activator]	9%	-9%	-1%	-9%	i	0%	-6%	.	COc1cc(C(=O)Nc2nnc(C)s2)c([N+](=O)[O-])cc1OC
47%[activator]	22%	0%	-2%	-5%	9%	-2%	-1%	19%[59 µM]	O=C(CCC(=O)N(CC(=O)NC1CCCCC1)c1ccc(F)cc1)Nc1nccs1
-3%	27%	4%	0%	-14%	1%	-16%	6%	14%	CC(C)Oc1ccc(CNC(=O)C2CCN(C(=O)N3CCOc4ccccc43)CC2)cc1
?	55%[activator]	38%[activator]	-5%	-20%	-10%	-30%	4%	-14%	COc1ccc(-n2c(SCC(N)=O)nnc2-c2ccc(NS(=O)(=O)c3ccc(C)cc3)cc2)cc1
-8%	64%[activator]	4%	-6%	6%	-6%	-13%	-2%	11%	NC(=O)c1cc(C(N)=O)nc(Cl)n1
-5%	26%	-6%	-2%	-2%	8%	14%[57.1 µM]	4%	12%[59 µM]	COc1ccc(CNc2ncnc3onc(-c4ccc(F)cc4)c23)cc1
10%	17%	2%	-3%	-11%	4%	-36%	11%	-7%[59 µM]	CCn1c(=O)n(CC)c2cc(S(=O)(=O)Nc3cc(C)cc(C)c3C#N)ccc21
16%	36%	4%	-3%	-12%	9%	-18%	0%	-35%	N/C(=N\OC(=O)CN1C(=O)c2ccccc2C1=O)c1ccc(Cl)cc1
-1%	23%	1%	1%	-29%	i	-33%	13%	-3%	O=P(O)(c1ccc(Cl)cc1)c1ccc(Cl)cc1
1%	34%	3%	0%	-12%	-3%	-13%	-10%	-31%[59 µM]	Cn1c(-n2cccc2)c(-c2c(-c3ccc(F)cc3)[nH]c3c2c(=O)[nH]c(=O)n3C)c(=O)[nH]c1=O
?	14%	56%[activator]	-5%	-9%	-9%	-27%	-6%	13%[12.7 µM]	CCOC(=O)Nc1ccc2c(COC(=O)CNS(=O)(=O)c3ccc(NC(C)=O)cc3)cc(=O)oc2c1

# Of the compounds above, 3 have bromine:
POLI inh	HP1b binding inh	Pin1 inhibitor	BLM inh	JMJD2A Tudor inh	PGK inhibitor	BAZ2B block	GLS inhibitor	G9a inh	smiles
0%	37%[activator]	-2%	-5%	11%	-1%	-11%	0%	-3%	CC(O)(CS(=O)(=O)c1ccc(Br)cc1)c1ccccc1 (centres undefined)
-16%	28%	-2%	-1%	-3%	12%	6%	6%	-4%[59 µM]	CC1CCN(S(=O)(=O)c2cnc(Cl)c(Br)c2)CC1
-2%	70%[activator]	16%	-4%	-7%	-3%	3%	1%	24%[59 µM]	CCOc1ccc(-c2nonc2NC(=O)c2oc3ccc(Br)cc3c2C)cc1

# High-throughput results: PubChem BioAssay, National Center for Advancing Translational Sciences (NCATS)

# An excerpt; the hit share may differ from the screen's.
